Compound activity from PubChem BioAssay.
aSyn yeast inh – rescues yeast growth from alpha-synuclein toxicity. Yeast expressing alpha-synuclein, growth rescue, BacTiter-Glo, 24 h. Potency, µM (highest dose often 46.1 µM), for the others: at the highest dose growth rescue (activation), hits mostly activators. 370,000 compounds, 0.14% hits. AID 652106; note: potency is the fitted concentration of half-maximal effect; % of control where 0% means no effect; nearly all actives have a fitted effect of over 65% in size
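Readout is rescue of growth in alpha-synuclein-expressing yeast, so inhibitors of toxicity appear as activators. Growth after 24 hr at 30 deg C in galactose medium is quantified by luminescence.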
PI5P4K alpha inh – PI5P4K alpha (human) kinase inhibition; PI5P4Kalpha enzyme, ADP-Glo luminescence, 60 min; active compounds read low; 330,000 compounds, 1.2% hits; AID 652105; max response, %; active = max response of -50% or lower; inconclusive = between -30% and -50%; inactive = -30% or higher; note: value at the top dose of about 77 µM; % is set by controls: 0 for no effect and ±100 for the full control effect
Target sequence (P48426 whole entry, looked up): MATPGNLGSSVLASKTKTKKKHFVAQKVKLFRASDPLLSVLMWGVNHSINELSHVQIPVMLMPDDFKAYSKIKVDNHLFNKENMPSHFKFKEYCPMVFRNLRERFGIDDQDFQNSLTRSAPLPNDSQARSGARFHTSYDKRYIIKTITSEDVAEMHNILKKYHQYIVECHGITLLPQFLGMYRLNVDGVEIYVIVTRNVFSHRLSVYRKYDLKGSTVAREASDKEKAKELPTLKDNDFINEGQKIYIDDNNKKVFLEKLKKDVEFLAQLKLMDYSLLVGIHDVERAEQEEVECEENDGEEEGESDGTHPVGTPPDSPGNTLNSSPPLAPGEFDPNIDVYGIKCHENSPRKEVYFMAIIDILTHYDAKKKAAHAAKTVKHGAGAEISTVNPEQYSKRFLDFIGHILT
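Luminescence from ADP-Glo served as readout of PI5P4Kalpha activity in a qHTS format. Reaction: enzyme, substrate, compound, ATP at 5 microM final, 60 min at RT.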
EPAC1 agonist – activates human EPAC1 exchange factor | O95398 | EPAC1 agonist qHTS, biochemical assay; response scale: 100% = response to 6.5 mM cAMP | Potency, µM (titrated, usually from 154 µM), for the others: at the highest dose activation, actives largely listed as activators | 360,000 compounds, 0.073% hits | AID 720707; note: potency is the fitted concentration of half-maximal effect; nearly all actives have a fitted effect of over 60% in size
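Nucleotide exchange by EPAC1 (100 nM) on Rap1B–BODIPY-GDP (250 nM) in the presence of 50 uM GDP is tracked fluorescently at 480/540 nm over 30 min. Signals are normalized to a 6.5 mM cAMP control.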
FUS suppressor – suppressors of FUS proteinopathy in yeast; S. cerevisiae FUS-expressing, growth rescue, OD600, 24 h; Potency, µM (titrated, usually from 76.6 µM), for the others: at the highest dose growth rescue (activation), actives largely listed as activators; 390,000 compounds, 0.24% hits; AID 1347120;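 note: potency is the fitted concentration of half-maximal effect; plate controls were DMSO vehicle for no effect and reference control for full effect; nearly all actives have a fitted effect of over 55% in size; some results filed as inactive show a strong effect at the top dose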
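Quantitative HTS measuring growth restoration of FUS-toxic yeast. Galactose-induced cells (OD 0.005) were exposed 24hr at 30C to compounds at several concentrations, then absorbance at 600 nm was recorded.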
WRN helicase inh – WRN helicase (human) inhibition | Potency, µM (titrated, usually from 114 µM), for the others: at the highest dose activity change, negative = inhibition, hits mostly inhibitors | WRN helicase unwinding, fluorescent forked duplex, kinetic | 360,000 compounds, 0.46% hits | Q14191 | AID 651768; note: potency is the fitted concentration of half-maximal effect; % is set by controls: 0 for no effect and ±100 for the full control effect; nearly all actives have a fitted effect of over 55% in size
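Kinetic fluorescence helicase assay: unwinding of a quenched forked DNA duplex (100 nM final) with 2 mM ATP final raises red fluorescence (525/598 nm). Compounds sat 15 min at room temperature with 20 nM WRN beforehand.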
PLK1 PBD block – inhibitors of human PLK1 polo-box domain binding; P53350; Plk1 PBD binding of FITC phosphopeptide, fluorescence polarization; Potency, µM, inactives show max response, negative = inhibition, actives largely listed as inhibitors; 360,000 compounds, 2.8% hits; note: potency is the fitted concentration of half-maximal effect; series mostly up to about 57 µM; % is set by controls: 0 for no effect and ±100 for the full control effect; nearly all actives have a fitted effect of over 65% in size
Target sequence (P53350 whole entry, looked up, the tested form may be a part): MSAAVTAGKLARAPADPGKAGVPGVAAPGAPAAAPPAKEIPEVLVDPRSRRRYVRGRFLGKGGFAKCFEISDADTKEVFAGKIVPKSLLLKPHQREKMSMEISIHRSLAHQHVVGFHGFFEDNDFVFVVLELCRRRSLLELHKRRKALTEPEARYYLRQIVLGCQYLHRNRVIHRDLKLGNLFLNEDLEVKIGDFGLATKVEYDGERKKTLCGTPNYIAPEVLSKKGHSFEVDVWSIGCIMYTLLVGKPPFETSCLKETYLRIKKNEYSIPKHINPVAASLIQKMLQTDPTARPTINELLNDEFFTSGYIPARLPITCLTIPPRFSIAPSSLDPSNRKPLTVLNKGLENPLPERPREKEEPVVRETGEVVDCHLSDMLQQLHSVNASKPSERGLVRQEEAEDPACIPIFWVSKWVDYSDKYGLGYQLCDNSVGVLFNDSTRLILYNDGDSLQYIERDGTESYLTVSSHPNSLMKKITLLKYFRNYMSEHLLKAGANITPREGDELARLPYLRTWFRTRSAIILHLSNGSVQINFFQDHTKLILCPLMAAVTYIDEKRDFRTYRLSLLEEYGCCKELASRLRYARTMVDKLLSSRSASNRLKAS
EPAC1 antagonist – antagonists of human EPAC1. O95398. EPAC1 GEF assay, Rap1b-BODIPY-GDP exchange fluorescence. 360,000 compounds, 0.14% hits. Potency, µM (series often up to 115 µM), for inactives: at the top dose activity change, negative = inhibition, actives largely listed as inhibitors. AID 720709;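 note: potency is the fitted concentration of half-maximal effect; plate controls were vehicle for no effect and positive control for full effect; nearly all actives have a fitted effect of over 50% in size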
Abeta rescue – compounds reversing amyloid beta toxicity in yeast; Potency, µM (doses to about 46.1 µM), without a hit: at the highest dose growth rescue, actives largely listed as activators; yeast expressing A-beta42, growth rescue, OD600, 48 h; response scale: 0% DMSO, 100% iron-clioquinol control; AID 1347071; 410,000 compounds, 0.063% hits; note: potency is the fitted concentration of half-maximal effect; nearly all actives have a fitted effect of over 55% in size
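Yeast A-beta toxicity model in growth medium with pinned compounds, 48 h at 30 C; growth read as absorbance at 600 nm. Normalized to FeCl3/clioquinol equimolar mix (positive) and DMSO (negative).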
IL2 activator – activates IL-2 in a cell-based reporter assay. AID 652025. 360,000 compounds, 0.065% hits. IL-2 activation reporter assay, cell-based qHTS; stimulated with anti-CD3/CD4/CD28 beads; in transgenic mouse T cells. activation, % (series mostly up to about 46 µM); in the data active = activation above about 50%; inconclusive = mostly about 30% to 49%; note: 0% is about no effect
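EGFP and DsRed fluorescence is measured by plate cytometry in unstimulated transgenic mouse T cells exposed to compound for 60 minutes, then stimulated 18 hours at 37 degrees C with anti-CD3/anti-CD4 beads plus anti-CD28.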
An asterisk follows results filed as active; ? = inconclusive; · = no result given; & = joins results of further samples; [ ] = dose if it differs, or a comment. Unless noted, calls come from the whole dose curve; as a rule, active = well fitted curve in the direction sought with a large enough effect; inconclusive = small, poorly fitted or top-dose-only effect, or another doubt; inactive = no such curve, though single readings can be large; an effect the other way counts as inactive or inconclusive.

SMILES	aSyn yeast inh	PI5P4K alpha inh	EPAC1 agonist	FUS suppressor	WRN helicase inh	PLK1 PBD block	EPAC1 antagonist	Abeta rescue	IL2 activator
Cc1nn2c(=O)cc(CSc3ccccc3NC(=O)c3ccccc3)nc2s1	-8%	0	2%	14%	-2%	-17%	-7%	0%	1.5
Cc1ccc(C(=O)Nc2nc(C)c(C(=O)N(C)C)s2)o1	-17%	-2	1%	-1%	0%	-16%	12%	-26%	0.6
CCOc1ccc(NS(=O)(=O)c2ccc(OCC(=O)NCCCOC)cc2)cc1	2%	·	-2%	-8%	-1%	-2%	0%	-3%	-2.0
Cc1ccsc1C(=O)OCC(=O)NCCc1ccccc1	2%	4	2%	-13%	0%	-1%	1%	7%	1.2
CC1c2ccccc2N(NC(=O)Cc2ccccc2)C1C (stereo not drawn)	12%	8	4%	7%	-28%	-7%	-13%	4%	0.2
COc1cccc(CNCCc2c[nH]c3ccccc23)c1OCc1ccccc1	1%	3	1%	19%	-12%	1%	-26%	-2%	-5.8
CCOC(=O)c1cnc(-n2nc(C)cc2C)nc1NCCc1ccccc1	25%	?	-1%	·	-6%	-1%	-16%	-40%[inhibitor]	-0.1
CCn1c(CCCNC(=O)c2ccco2)nc2ccccc21	-1%	-12	10%	-3%	-3%	0%	10%	-11%	-0.5
Cc1ccc(Cc2c(C3CCCCC3)nc3cc(C)c(Br)c(C)n23)cc1	-1%	11	0%	-21%	0%	-5%	6%	-16%	1.6
CC(=O)OC[C@H]1O[C@@H](n2ccc(=O)[nH]c2=S)C(OC(C)=O)C1OC(C)=O (stereo partly drawn)	-3%	·	5%	18%	6%	-2%	1%	9%	1.2
CCN1CCN(C(C)C(=O)Nc2c(C)n(C)n(-c3ccccc3)c2=O)CC1 (stereo not drawn)	-14%	-2	4%	-3%	0%	-4%	8%	1%	0.7
Cc1ccc(-n2ncc3c(=O)n(CC(=O)OCc4ccccc4)cnc32)cc1	1%	·	5%	20%	-5%	-10%	-5%	4%	-1.2

2 compounds drawn at random from the list so far, as already listed:
SMILES	aSyn yeast inh	PI5P4K alpha inh	EPAC1 agonist	FUS suppressor	WRN helicase inh	PLK1 PBD block	EPAC1 antagonist	Abeta rescue	IL2 activator
Cc1ccc(-n2ncc3c(=O)n(CC(=O)OCc4ccccc4)cnc32)cc1	1%	·	5%	20%	-5%	-10%	-5%	4%	-1.2
CCOc1ccc(NS(=O)(=O)c2ccc(OCC(=O)NCCCOC)cc2)cc1	2%	·	-2%	-8%	-1%	-2%	0%	-3%	-2.0

Additional results
SMILES	aSyn yeast inh	PI5P4K alpha inh	EPAC1 agonist	FUS suppressor	WRN helicase inh	PLK1 PBD block	EPAC1 antagonist	Abeta rescue	IL2 activator
CCC(CC)NC(=O)c1nn(Cc2ccccc2)c(=O)c2ccccc12	4%	2	-4%	25%	2%	3%	13%	1%	0.1
Cc1cc(C)nc(SCC(=O)c2ccc(F)c(C)c2)n1	2%	2	-3%	3%	-3%	-7%	5%	-1%	-0.5
Cc1nn(Cc2cccc(F)c2)c(C)c1NC(=O)c1c(Cl)cnn1C	-3%	-8	-6%	-6%	-6%	-5%	-17%	-10%	-1.0
COc1ccc2[nH]cc(C(=O)C(=O)N3CCCCC3)c2c1	5%	-3	-17%	-21%	-7%	-4%	11%	-23%	-0.4
O=[N+]([O-])c1nn(-c2ccc3c(c2)OCCO3)n(O)c1=NCc1ccc(F)cc1Cl	-1%	6	-4%	-8%	-6%	-1%	-8%	9%	3.4
CCOC(=O)c1ccc(Nc2cc(C)nc(-c3ccccc3)n2)cc1	-17%	0	11%	9%	-10%	1%	-5%	-2%	4.1
CCOC1=C2[C@@H](CN(S(=O)(=O)c3ccc(C)cc3)[C@H]2c2ccccc2Cl)[C@H]2C(=O)N(Cc3ccccc3)C(=O)[C@H]2C1	0%	-3	-10%	40%	-6%	0%	-21%	-5%	-0.1
CCCCN(CC)CCNC(=O)c1cn(-c2ccc(Cl)cc2)c(=O)c2ccccc12	-5%	-10	2%	15%	-2%	-10%	19%	0%	7.1
CCc1c2ccccc2nn1-c1ccccc1C(=O)C(C)=O	-5%	4	-1%	9%	6%	0%	-12%	2%	-4.1
CC(C)(C)c1cc(C(=O)Nc2cccc3ccccc23)ccn1	-5%	3	5%	18%	-3%	-23%	7%	13%	-1.4
COc1cc(NC(=O)CCCNC(=O)Cn2cnc3sc4c(c3c2=O)CCCC4)cc(OC)c1OC	-4%	1	-4%	20%	-7%	-11%	16%	-17%	-0.6
CC(C)(C)c1ccc(C(=O)N2CCC(C(=O)NCC3CCCO3)CC2)cc1 (stereo not drawn)	0%	2	1%	19%	7%	-7%	-29%	-5%	1.0
Cn1c(Cl)c(C(=O)Nc2ccccc2)c2ccccc21	0%	4	1%	-9%	-10%	-2%	-11%	-17%	-0.7
O=C(CCn1nnc2ccccc21)NNC(=O)C1CCCCC1	-1%	-3	13%	27%	1%	-6%	8%	-6%	-1.7
CC(C)(C)NC(=O)CSc1nc(-c2ccc(F)cc2)cs1	6%	4	0%	-3%	7%	-1%	-9%	0%	0.6
CN(C)c1ccc(/C=C/c2c([N+](=O)[O-])c(=O)n(C)c(=O)n2C)cc1	-7%	0	-11%	-5%	2%	-6%	-19%	1%	1.6
CC(=O)N1CCN(C(=O)c2cc3ccccc3o2)CC1	-3%	-7	12%	5%	8%	-14%	14%	10%	0.1
COc1cccc(-c2nc(-c3ccc(NC(=O)c4cccs4)cc3)no2)c1	-7%	1	2%	9%	2%	1%	4%	13%	2.2
Cn1c(=O)c2c(nc(NCCNC(=O)c3ccco3)n2Cc2ccccc2)n(C)c1=O	3%	10	-16%	11%	5%	1%	2%	-4%	-0.6
NS(=O)(=O)c1ccc(CNc2ncnc3sccc23)cc1	3%	4	0%	10%	-14%	2%	-19%	-9%	-2.0
CCN(c1ccccc1)S(=O)(=O)c1ccc(C(=O)Nc2nnc(C3CC3)o2)cc1	?	-3	8%	40%	-19%[57.1 µM]	-8%	-15%	38%	3.9
CCN(CC)C(=O)C1CCCN(Cc2ccc(F)c(F)c2)C1 (stereo not drawn)	-3%	·	-12%	42%	1%	-9%	16%	-5%	-1.1
S=c1[nH]nc(-c2cc(-c3ccsc3)n[nH]2)n1-c1cccc2ccccc12	-6%	-26	-16%	30%	-10%	-21%	3%	?	-1.2
COC(=O)c1nn(-c2ccc3c(c2)CCN3C(C)=O)cc1O	-17%	·	6%	10%	-15%	0%	6%	-11%	-2.1
Cc1ccc(CS(=O)(=O)CCC(=O)NCCCN2CCCC2)cc1	1%	·	7%	-9%	-6%	-9%	-29%	10%	0.0
O=C(Nc1ccccc1C(=O)NCc1ccccc1)C1=CSCCO1	0%	1	-15%	-20%	2%	2%	2%	-22%	0.4
Cc1ccc(Cl)cc1NC(=O)C(Cc1ccccc1)N1C(=O)C2C3CCC(C3)C2C1=O (stereo not drawn)	-5%	16	18%	5%	0%	-9%	-28%	-7%	-2.8
COc1ccccc1CCNC(=O)C1CCN(c2nnc(C)c3c(C)n(-c4ccc(C)cc4)nc23)CC1	-8%	1	-2%	-6%&0%	-6%	0%	-9%	-9%&-4%	-0.8
O=C1CCCN1CCc1cccc2ccccc12	1%	2	4%	1%	-4%	-8%	-13%	-5%	-0.5
CCC(c1nnc(SCC(=O)NCCc2ccc(OC)c(OC)c2)n1Cc1ccccc1)N(C)C (stereo not drawn)	-1%	2	2%	-20%	3%	-5%	-4%	1%	-0.4
Cc1nc(C)c(C(=O)Nc2ncc([N+](=O)[O-])s2)o1	-22%	?	-1%	9%	?	27µM*	-2%	-42%[inhibitor]	-2.6
Cn1cc(Br)c(C(=O)NC2CCCCCC2)n1	-6%	-7	2%	-6%	10%	-10%	15%	2%	-3.8
Cc1cc(C)n(-c2nc(-c3cccc(Cl)c3)cs2)n1	0%	40	-5%	8%	-3%	-9%	-25%	-4%	1.5
C/C(=C\C(=O)c1ccc(Br)cc1)Nc1ccc(Cl)cc1	-2%	9	4%	5%	-2%	-3%	-32%	-1%	-0.5
CC(=O)c1cnc(Nc2ccccc2)s1	-8%	-12	0%	-1%	-1%	-10%	0%	-9%	-0.3
Cn1c(=O)n(CC(=O)OCc2ccccc2)c(=O)c2c1nc1n2CCCN1C1CCCCC1	6%	-4	4%	-11%	-8%	-7%	-2%	7%	1.0
Cc1cnc(C(=O)NC(C)CCc2ccccc2)cn1 (stereo not drawn)	2%	-10	-4%	10%	-8%	3%	0%	6%	-0.4
Cc1c(C(=O)N(C)C)c2cc(Cl)ccc2n1O	-6%	-19	-4%	?	-15%	-20%	9%	6%	2.1
CCN(CC)CCn1c2c(c(SCC(=O)Nc3nc4ccccc4s3)nc1=O)CCC2	4%	13	5%	4%	12%	1%	8%	-9%	-5.3
CC(=O)N1CCN(S(=O)(=O)c2cccc(C(=O)OCC(=O)Nc3c(Cl)cccc3C(F)(F)F)c2)CC1	-7%	0	-3%	33%	4%	4%	4%	-8%	0.6
Cc1ccsc1/C=N/N1CCN(c2ccccn2)CC1	-11%	3	16%	4%	2%	-16%	-16%	1%	-0.2
CCOc1cc(/C=N/NC(=O)C(=O)NCCCOC(C)C)cc(Br)c1O	3%	5	-22%	·	1%	2%	-4%	0%	-0.1
Cc1ccc(C)c(N(CC(=O)NCc2ccco2)C(=O)CNS(=O)(=O)c2ccc(F)cc2)c1	-5%	1	0%	13%	6%	-14%	-18%	7%	0.8
CC(=O)Nc1ccc(OCC(=O)N2CCC(Cc3ccccc3)CC2)cc1	0%	-2	8%	17%	-7%	1%	0%	4%	0.1
CCC(c1nc2ccccc2c(=O)n1-c1cccnc1)N1C(=O)c2ccccc2C1=O (stereo not drawn)	6%	·	3%	5%	-3%[57.1 µM]	-5%	-1%	20%	-1.0
Cc1ccc(S(=O)(=O)N/N=C/c2cccn2-c2ccc(Cl)cc2)cc1	11%	-8	15%	22%	-1%	-3%	-22%	6%	0.0
